# WT yeast gro inh: growth inhibition of WT yeast, mitochondrial fusion screen. inhibition, % at 10 µM. AID 1362. 2.1% of 190,000 active. mitochondrial fusion phenotypic screen, WT strain; in the data active = inhibition above about 58%; tested in S. cerevisiae
# Yfh1-off respiration: mitochondrial function rescue without frataxin homolog – Friedreich's ataxia, plus single-dose screen, dose response (AID 1465) | S. cerevisiae Yfh1-off respiration, WST-1 reduction, 72 h; higher fold induction means a stronger effect | fold induction at 50 µM, or EC50 in µM where a hit was titrated | 0.074% of 220,000 active;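 active = fold induction of absorbance versus untreated yeast above a set limit, then at least 30% activation at any dose in follow-up; inconclusive = repeats straddling the limit, or above it without dose testing; inactive = fold induction below the set limit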;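 note: activators that raise dye reduction in frataxin-depleted yeast; strong numbers were not always called active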
# b-catenin transl: alters nuclear translocation of beta-catenin in HeLa cells; 0.3% of 190,000 active; immunofluorescence imaging; nuclear translocation activity, % at 5 µM;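 active = nuclear translocation activity above 50% at 5 µM, with a well cell count of 50 or more; inconclusive = wells under 50 cells across six images, flagged as toxic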;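 note: per-cell ratio of nuclear to cytoplasmic median beta-catenin stain intensity; plate controls were DMSO negative control for no effect and GSK-3 inhibitor IX positive control for full effect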
#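 Test system: human HeLa cells, native beta-catenin. Compound dosing: 5 µM primary single dose, 0.1% DMSO, 0.02–20 µM confirmation series. Incubation: compound exposure 24 h at 37°C. Detection: beta-catenin immunostaining with DAPI counterstain, 20x imaging, 6 fields/well. Read-out basis: Nuclear/cytoplasmic beta-catenin signal ratio, % activation.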
# human PMI inhibition: inhibitors of human PMI, primary screen, biochemical, fluorescence intensity, coupled assay (AID 1209); purified PMI enzyme, coupled fluorescence intensity; higher % means a stronger effect; inhibition, % at 20 µM; hits with a dose series show IC50 in µM; 0.42% of 190,000 active;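 note: plate controls were DMSO vehicle for no effect and wells lacking substrate for full effect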
# Ins promoter up: MIN6 insulin promoter up-regulation; 0.3% of 190,000 active; AID 1625; z-score at 5 µM; MIN6 insulin promoter-GFP reporter, high-content imaging; active compounds read high;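 active = z-score above 3 at 5 µM with at least 500 cells counted in the well; inconclusive = wells under 500 cells, flagged as cytotoxic or low count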
# Autophagy HCS: autophagy modulation, high-content screen | calls only at 10 µM (by protocol) | 0.98% of 190,000 active | MEF GFP-LC3 puncta imaging; test concentration mostly 10 µM;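 active = percentage of spot-positive cells more than 3 SD above its plate mean, without a fluorescence outlier flag or 80% toxicity; inconclusive = no clear call, values can overlap the other calls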;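 note: spot-positive cell cutoff set from DMSO-treated cells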
# human PMI inhibitors: MPI inhibition at elevated mannose 6-phosphate – biochemical, fluorescence intensity, high mannose 6-phosphate, primary screen (AID 1220). recombinant PMI enzyme, coupled fluorescence intensity; higher % means a stronger effect. one-dose inhibition, % at 20 µM; IC50 in µM for titrated hits. 0.66% of 190,000 active
# MT stabilizer: microtubule stabilization, imaging screen. HeLa tubulin immunostaining HCS, 24 h; share of cells brighter than vehicle mean+2SD. % tubulin-high responders, % at 10 µM. 0.83% of 200,000 active;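 active = plate Z-score above 3 for both tubulin-high and condensed-nucleus cell shares, with cell loss under 80%, at 10 µM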;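 note: anti alpha tubulin signal scored within the nucleus-defined area of each cell; some results filed as inactive read as strong as hits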
# Dynein transport: dynein cargo transport inhibition; 3617.4 mouse cells, GR-EGFP nuclear translocation imaging; test concentration mostly 20 µM; stimulated with dexamethasone, 1 µM; active compounds read low; z-score, hits read low; 0.47% of 220,000 active; AID 1381;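 active = plate z-score of nuclear minus cytoplasmic receptor signal below a set negative limit, without overly bright fluorescence or cell loss, cut at about -3.5 in these data, passing the limit was not always enough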;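 note: z-score of nuclear minus cytoplasmic ring GR-EGFP intensity difference per well; some compounds called inactive have numbers as strong as hits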
#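 Buffer or medium – tet-free medium with charcoal-stripped serum · Signal – automated 10x imaging of fixed Hoechst-stained cells · Also added – dexamethasone agonist, 1.0 µM final, for 30 min · Incubation – induction 48 h, compound 1 h, agonist 30 min · Read-out – GR-EGFP nuclear translocation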
# WT yeast gro inh mutant strain: also measured in WT yeast gro inh; calls as there; inhibition, %; mitochondrial fusion phenotypic screen, mutant strain inhibition
# Dynein transport cytoplasmic EGFP: also measured in Dynein transport; calls as there; z-score; measured here: cytoplasmic GR-EGFP intensity; active compounds read high
# Dynein transport nuclear GR-EGFP: recorded beside Dynein transport, whose call it bears; z-score; measured here: nuclear GR-EGFP intensity;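 lower value marks the stronger effect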
# Dynein transport cell count: second read-out of Dynein transport, no call of its own (marks repeat the call); z-score; measured here: cell count per field
# Ins promoter up cell count: second read-out of Ins promoter up, no call of its own (marks repeat the call); cell count; measured here: cytotoxicity, nuclei count;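 total cells summed across four imaged fields per well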
# b-catenin transl cell count 5 µM: further read-out of b-catenin transl, marked with its call; cell count; measured here: cell count, cytotoxicity flag
# MT stabilizer Hoechst-high %: further read-out of MT stabilizer, marked with its call; % Hoechst-high responders; measured here: nuclear condensation Hoechst responders;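 share of cells brighter than vehicle mean plus two SD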
# MT stabilizer cytotoxicity %: second read-out of MT stabilizer, no call of its own (marks repeat the call); toxicity, %; measured here: cytotoxicity by cell density;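 0% = mean cell density of plate MIN control wells and 100% = no cells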
# Autophagy HCS cell loss 18 h: further read-out of Autophagy HCS, marked with its call; toxicity, %; measured here: cell loss, nuclei count;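 cell loss after 18 h compound exposure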
# * marks the source's active call; other numbers are inactive results; i = inactive; u = inconclusive; x = not tested or not shown. Cut-off read from the data, not from the text of the source, unless noted: active = inhibition above about 50%; inactive = the rest. Random draw from the library. Share with any hit: about 5%.
SMILES,WT yeast gro inh,WT yeast gro inh mutant strain,Yfh1-off respiration,b-catenin transl,b-catenin transl cell count 5 µM,human PMI inhibition,Ins promoter up,Ins promoter up cell count,Autophagy HCS,Autophagy HCS cell loss 18 h,human PMI inhibitors,MT stabilizer,MT stabilizer Hoechst-high %,MT stabilizer cytotoxicity %,Dynein transport,Dynein transport cytoplasmic EGFP,Dynein transport nuclear GR-EGFP,Dynein transport cell count
CS(=O)(=O)N(CC(=O)NCCSCc1ccco1)c1ccc2c(c1)OCO2,-1,14,i,-3.1,1060,-2%,-0.27,1427,i,4,-10%,3.1,2.2,5.3,2.2,-0.25,0.85,-0.95
O=C(Nc1ncc(Br)s1)C(Cc1ccccc1)n1cccc1 (stereo unspecified),82*,52*,i,x,x,-3%,-0.3,1009,i,-1,-15%,6.0,2.0,2.1,0.72,-0.11,0.61,-0.88
CCOC(=O)/C=C(/C)N1N=C(c2ccc(OC)cc2)CC1c1cccc([N+](=O)[O-])c1 (stereo unspecified),0,7,i,4.9,1045,-58%,0.75,1447,i,8,-129%,1.8,1.4,8.3,-0.34,-0.14,-0.2,0.96
COc1cc2c(cc1NC(=O)CSc1nnc(Cc3cccs3)n1C)oc1ccccc12,35,14,i,0.3,1114,18%,-2.7,684,i,-10,20%,3.1,1.6,3.1,-1,-0.26,-0.57,0.7
O=C(O)c1ccc(CSc2nnc(-c3ccncc3)n2-c2ccc(Br)cc2)cc1,-26,-9,i,0.0,1514,-5%,x,x,i,2,3%,1.1,1.1,8.5,-0.88,-0.3,-0.079,0.48
COc1ccc(CN(Cc2ccccn2)S(=O)(=O)c2ccc(-n3cnnn3)c(OC)c2)cc1,-1,15,i,-4.6,993,12%,x,x,i,-5,9%,2.2,1.3,3.4,0.18,-0.18,0.089,-0.68
COc1ccc(OC)c(Nc2nc(-c3sc(NC(=O)c4ccccc4)nc3C)cs2)c1,26,12,i,0.0,1384,16%,-0.36,1543,i,-6,11%,14,12,13,-0.55,0.42,-0.092,0.32
Cc1cccc(NC(=O)CSc2nc(C)c(CC(=O)c3ccc(Br)cc3)c(C)c2C#N)c1C,-28,-7,i,1.6,1194,8%,-0.05,826,i,3,3%,4.3,4.5,5.3,-1.6,-0.07,-0.63,0.43
OCCOCCOc1ccc(-c2nn[nH]n2)cc1,-7,17,i,2.0,1033,-24%,0.09,1262,i,-17,-12%,2.1,1.8,4.4,-1.3,-0.2,-0.93,1.4
CC[N+](CC)(CCO)CCCN1C(=O)C2CC=C(Cl)CC2C1=O (stereo unspecified),22,10,i,-1.3,1381,-2%,1.2,1343,x,x,2%,1.7,1.1,3.2,1.9,-0.13,1.3,-1.2
COc1cccc(COc2cc3ccccc3nc2C)c1,14,-7,i,-1.3,1344,4%,u,x,i,15,5%,2.5,1.4,1.4,-0.65,-0.2,-0.38,0.2
Cc1cc(C)c2c(=O)[nH]c(SCC(=O)NCCc3ccccc3)nc2n1,-7,0,i,-3.0,1254,-12%,0.45,1227,i,3,-10%,3.6,1.7,3.2,-0.41,-0.27,-0.65,0.46
CCN(CC)S(=O)(=O)c1cccc(NC(=O)C2SC(=Nc3ccc(C)cc3C)C(C(=O)NC(C)COC)=C2N)c1 (stereo unspecified),-16,4,i,-2.6,1095,-1%,0.31,736,i,-2,-5%,3.2,1.5,3.9,2.2,-0.037,1.4,-2.6
Nc1nc(COc2ccc(F)cc2Cl)nc(N2CCCCC2)n1,8,7,i,-2.1,1056,3%,0.51,1211,i,-1,5%,1.8,2.7,12,-0.19,-0.3,-0.27,0.46
CC(C)=C1SC(N2CCN(c3cccc(C(F)(F)F)c3)CC2)=NC1=O,13,-1,i,-0.4,1371,11%,1,1412,i,-2,1%,2.9,1.1,1.6,0.52,-0.25,-0.66,-0.51
CCOC(=O)C1CCN(S(=O)(=O)c2cccc3nonc23)CC1,11,0,i,-1.5,1074,8%,0.73,1220,i,8,6%,3.3,3.2,9.2,-0.56,-0.19,0.055,0.23
CCOC(=O)c1[nH]c2ccc(OC)cc2c1NC(=S)N1CCN(c2ccc(F)cc2)CC1,11,20,x,-1.6,1126,18%,0.48,1458,i,28,20%,5.0,1.4,2.9,-0.3,-0.3,-0.37,0.88
O=C(O)c1ccc(Oc2c(C(F)(F)F)oc3cc(O)ccc3c2=O)cc1,4,23,i,0.2,1177,-4%,-0.25,1307,i,-7,4%,3.1,1.4,12,0.47,-0.32,0.034,0.35
CCCn1c(SCC(=O)Nc2c(CC)cccc2CC)nnc1C(C)C,-10,10,i,-5.4,1204,2%,0.1,911,i,25,-3%,4.5,2.2,2.7,1.8,-0.25,0.9,-0.87
O=C(CNC1CCCCCC1)Nc1ccccc1N1CCCCC1,-16,-12,i,-0.4,1427,16%,0.59,1682,i,-2,9%,3.5,2.0,1.5,-0.19,-0.18,-0.72,0.066
CCOC(=O)c1[nH]c(C)c(C(=O)NCc2ccc(C)cc2)c1C,-9,-5,i,x,x,3%,-1.2,929,i,2,0%,2.1,3.3,7.0,1.1,-0.27,0.81,0.28
N=C1C(=O)OCC1c1ccccc1NC(=O)c1ccccc1 (stereo unspecified),2,-12,i,0.4,535,-14%,-0.17,1193,i,28,-18%,3.0,2.8,9.6,-0.37,-0.23,0.78,0.3
O=C(c1cccc([N+](=O)[O-])c1)N1CCN(c2ccccn2)CC1,-10,4,i,x,x,2%,0.25,1265,i,-5,3%,1.3,3.9,4.0,-0.57,-0.28,-0.55,1.1
Cc1cc(N2CCOCC2)ccc1/C=C\[N+](=O)[O-],1,-4,i,x,x,12%,0.71,1140,i,-5,13%,2.8,4.3,12,-1.8,4.1,-0.73,-2.5
Cc1cccc(C2c3[nH]c4ccccc4c3CCN2C(=O)Cc2nc(-c3ccccc3)n[nH]2)n1 (stereo unspecified),25,6,i,0.3,988,25%,-1.1,1439,i,-10,18%,3.7,2.4,11,2.4,-0.2,1.1,-0.97
# (next part)
SMILES,WT yeast gro inh,WT yeast gro inh mutant strain,Yfh1-off respiration,b-catenin transl,b-catenin transl cell count 5 µM,human PMI inhibition,Ins promoter up,Ins promoter up cell count,Autophagy HCS,Autophagy HCS cell loss 18 h,human PMI inhibitors,MT stabilizer,MT stabilizer Hoechst-high %,MT stabilizer cytotoxicity %,Dynein transport,Dynein transport cytoplasmic EGFP,Dynein transport nuclear GR-EGFP,Dynein transport cell count
Cc1ccc(NS(=O)(=O)c2ccc(Cl)c(NC(=S)NC(=O)C3CCCCC3)c2)cc1Cl,46,13,i,4.9,953,20%,x,x,i,3,10%,2.7,1.7,3.9,1.4,0.58,1,-1.6
CCc1ccc(/C=N/NC(=O)c2cc(C)on2)s1,-2,6,i,-1.5,574,-1%,-0.61,1304,i,1,-6%,1.8,2.6,9.2,0.41,-0.25,0.37,-0.85
COCCn1c(SCC(=O)N2CCCC2)nnc1C(C)C,-25,-11,i,-4.4,954,11%,0.16,1490,i,-3,6%,3.5,2.1,2.0,1.1,-0.19,0.68,-0.85
COc1ccc(CCNC(=O)c2cnc3scc(C)n3c2=O)cc1OC,-5,-15,i,x,x,-3%,x,x,x,x,4%,8.9,1.2,7.5,-0.9,-0.24,-0.47,0.31
Cc1ccc(CN2C(=O)NC(Cc3c[nH]c4ccccc34)C2=O)cc1 (stereo unspecified),1,-5,i,-1.4,917,-1%,x,x,i,2,-9%,6.8,1.0,14,1.5,0.044,1.3,-1.5
CC(C)c1nnc(NC(=O)COc2ccccc2[N+](=O)[O-])s1,x,x,i,0.9,1310,x,-1.7,1413,x,x,x,x,x,x,-0.38,-0.22,-0.19,1.2
O=C(O)c1ccc(NCc2cccnc2)cc1,-9,9,i,x,x,12%,1.2,1262,i,1,4%,1.1,1.2,4.3,-1.3,-0.25,-0.6,1.4
CC1CC(C)(C)OC(C[N+]2(C)CCCCC2)O1 (stereo unspecified),x,x,i,1.2,1320,x,0.07,1059,x,x,x,x,x,x,-0.38,-0.32,-0.27,1.1
C[n+]1ccc(C(=O)N/N=C/c2ccco2)cc1,-6,34,i,x,x,0%,-0.08,1346,i,2,2%,2.4,2.5,4.5,-0.48,-0.27,-0.37,0.9
CCCc1nnc2n1N=C(c1ccc(OC)c(OC)c1)CS2,-10,-19,i,-0.1,1247,3%,-2,1118,i,-5,-10%,3.9,1.6,2.7,0.31,-0.24,0.52,-0.31
COCCNC(=O)CNC(=O)c1nn(-c2ccc(OC)c(Cl)c2)c(=O)c2ccccc12,1,13,i,-0.4,1344,9%,0.09,1540,i,0,-2%,1.4,1.3,0.8,-0.092,-0.062,-0.19,0.28
O=C1NCC(O)=C1C=Nc1ccccc1O,x,x,i,-4.2,1217,x,-0.81,1360,x,x,x,x,x,x,-0.43,0.0066,-0.12,0.021
Cc1sc2ncnc(SCC(=O)NC3CC3)c2c1C,13,15,i,x,x,13%,0.56,994,i,-22,11%,1.4,1.3,5.8,0.38,-0.15,0.56,0.49
COc1cc(OC)cc(C(=O)NC(=S)NNC(=O)c2cnccn2)c1,-7,-22,i,-0.4,1039,27%,-0.47,1146,i,20,-12%,4.3,3.3,8.6,0.87,-0.29,0.59,-0.51

# Compound activity: PubChem, several laboratories
